Screening data from PubChem.
a7 integrin act: activators of alpha7 integrin expression for muscular dystrophy; alpha7betagal myoblasts, beta-gal FDG fluorescence, 48 h; Potency, µM (titrated, usually from 38.3 µM), without a hit: at the highest dose activation, actives largely listed as activators; 0.064% of 350,000 active; AID 624291;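 also: potency is read from the fitted curve at half-maximal effect; 100% = response of the positive control SU9516; nearly all actives have a fitted effect of over 60% in size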
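alpha7betagal+/- myoblasts (passage 13, 250/well) treated 48 h at 37C with compounds at 1:260 dilution of DMSO stock. Lysed, then beta-galactosidase activity read as FDG fluorescence (ex 480/em 540) after 30 min, with pre-read for autofluorescence.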
p53 reactivator: re-activators of mutant p53. AID 504706. H1299 p53-A138V BP100-luciferase reporter, luminescence, 24 h. 0.063% of 320,000 active. Potency, µM (highest dose often 92.2 µM), for the others: at the top dose activity change, positive = activation, hits mostly activators; also: potency is read from the fitted curve at half-maximal effect; % of control where 0% means no effect; nearly all actives have a fitted effect of over 45% in size
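p53-null H1299 cells stably carrying temperature-sensitive p53-A138V and a BP100-luciferase reporter were pinned with compounds (4-point, 1:5 series) and held 24 hrs at 37 deg C. Luminescence was read 10 min after detection reagent.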
A-T KAP1 phos: potential ataxia-telangiectasia treatment; […] A-T fibroblasts, KAP-1 phosphorylation AlphaLISA; neocarzinostatin DNA damage 30 min before lysis; Potency, µM (titrated, usually from 57.5 µM), without a hit: at the top dose activation, actives largely listed as activators; 0.19% of 320,000 active; also: potency is read from the fitted curve at half-maximal effect; % of control where 0% means no effect; nearly all actives have a fitted effect of over 45% in size
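ATM-like activity read as KAP-1 phosphorylation via AlphaLISA donor/acceptor antibody pairs after lysis and 6 hr at 25C. Cells were ATM-null patient fibroblasts ([…], hTERT), dosed 60 min, then exposed to the DSB inducer NCS for 30 min.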
TCR activator: T cell receptor activation | primary human leukocytes, anti-CD3, IL-2 HTRF, 48 h | Potency, µM (top dose mostly 9.22 µM), for inactives: at the highest dose activation of IL-2 secretion, most hits filed as activators | 330,000 tested, under 10 active | AID 504894; also: % of control where 0% means no effect
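Readout: HTRF IL-2, Eu-cryptate/d2 antibody pair, 320nm excitation, 665nm emission. Stimulus: a-CD3 beads, no co-stimulation. Cells: primary human leukocytes. Exposure: 48 hr with compound.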
BRCA1 expr up: activators of BRCA1 expression; MCF7-BRCA1-FFLuc reporter, luminescence, 48 h; response scale: scaled: vehicle 0%, 10 µM genistein 100%; Potency, µM (series often up to 46.1 µM), for inactives: top-dose activation, most hits filed as activators; 1.1% of 380,000 active; AID 624202; also: potency is read from the fitted curve at half-maximal effect; nearly all actives have a fitted effect of over 80% in size; some results filed as inactive show a strong effect at the top dose
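Quantitative HTS in MCF7 cells stably reporting BRCA1 expression via firefly luciferase. Compound treatment lasts 48 h at 37 °C in phenol-red free MEM. Activation is expressed relative to genistein at 10 microM and DMSO.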
TSG101-PTAP inh: blocks PTAP/TSG101 interaction to inhibit HIV-1 budding; Q99816; Fluorescence polarization, FITC-PTAP peptide / Tsg101 binding; Potency, µM (top dose mostly 115 µM), for the others: top-dose activity change, negative = inhibition, usual class: inhibitors; 340,000 tested, under 10 active; active = well fitted inhibition curve with a large enough effect in the main read-out, with a control signal flat, not every such curve was filed as active; inconclusive = small, poorly fitted or top-dose-only effect, or effect the other way, or a change in a side signal; inactive = no such curve, though single readings can be large or run the other way; also: potency is read from the fitted curve at half-maximal effect; % of control where 0% means no effect
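Compounds were pin-transferred onto Tsg101 binding domain (10 uM final) in HEPES pH 7.5 buffer, then FITC-PTAP peptide was added at 50 nM final. After 20 min at RT, polarization reported peptide displacement across a qHTS concentration series.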
ELG1 DNA repair: blocks ELG1-dependent DNA repair in HEK293T cells; HEK293T ELG1-luciferase reporter, luminescence, 16 h; DNA damage induced by 5-fluorouridine; Potency, µM (highest dose often 46.1 µM), for the others: at the top dose activity change, negative = inhibition, usual class: inhibitors; 2.3% of 330,000 active; AID 504467; also: potency is read from the fitted curve at half-maximal effect; % is scaled to controls: 0 for no effect and ±100 for the full control effect; nearly all actives have a fitted effect of over 55% in size
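Reporter activity after DNA damage by 5-fluorouridine is monitored. Compound-treated cells incubate 16 hr at 37 °C, then ONE-Glo is added for 30 min before luminescence reading.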
B2AR arrestin: beta2AR (human) beta-arrestin recruitment activity | P07550 | beta-arrestin recruitment to beta2AR, cell-based reporter | Potency, µM (top dose mostly 46.1 µM), without a hit: at the highest dose activation, most hits filed as activators | 0.02% of 330,000 active;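 also: potency is read from the fitted curve at half-maximal effect; 0% = DMSO controls and full agonism = EC100 isoproterenol or metaproterenol; nearly all actives have a fitted effect of over 65% in size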
MLL CXXC-DNA inh: MLL CXXC-DNA interaction inhibition; 0.037% of 290,000 active; Potency, µM (highest dose often 115 µM), for inactives: top-dose activity change, negative = inhibition, actives largely listed as inhibitors; Q03164; MLL-CXXC / FITC-HOXA9 DNA fluorescence polarization; AID 2662; active = well fitted inhibition curve with a large enough effect in the polarisation, with a control signal flat, not every such curve was filed as active; inconclusive = small, poorly fitted or top-dose-only effect, or effect the other way, or a change in a side signal; inactive = no such curve, though single readings can be large or run the other way; the % refers to the polarisation; also: potency is read from the fitted curve at half-maximal effect
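Fluorescence polarization: 7 uM MLL-CXXC (stock) preincubated 5 min with compounds, then 50 nM fluorescein-HOX-A9 DNA (stock) added; 30 min ambient. Buffer 50 mM Tris-HCl pH 7.5, 50 mM NaCl, 1 mM DTT, 0.05% BSA.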
TRPV1 ag: agonists of human vanilloid receptor 1 (TRPV1); 0.19% of 320,000 active; AID 540275; TRPV1-expressing cells, Fluo-8 calcium influx, agonist mode; activation, % at 8.33 µM; in the data active = activation above about 80%; inconclusive = between about 30% and that limit; also: 0% is about no effect
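TRPV1-expressing cells were cultured overnight at 35.5C and loaded with Fluo-8 calcium dye for 40 to 90 min at room temperature. After a 10 s baseline, compound was added and calcium influx was read kinetically for 3 min (ex 480/em 520 nm).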
Starred values were filed as active, the others as inactive; ? = inconclusive; / = not tested or not shown; [ ] = another dose, or the depositor's remark. Unless noted, calls follow the shape of the dose curve; as a rule, active = well fitted curve in the direction sought with a large enough effect; inconclusive = small, poorly fitted or top-dose-only effect, or another doubt; inactive = no such curve, though single readings can be large; an effect the other way counts as inactive or inconclusive.

Molecule,a7 integrin act,p53 reactivator,A-T KAP1 phos,TCR activator,BRCA1 expr up,TSG101-PTAP inh,ELG1 DNA repair,B2AR arrestin,MLL CXXC-DNA inh,TRPV1 ag
COc1cccc(OC)c1C(=O)Nc1ccccc1N1CCCCC1,0%,/,9%,7%,-45%,-2%,-3%,-0.7%,-1%,13
O=C(COc1ccc(Cl)cc1)NNC(=S)NCc1ccccc1,15%,-8%,23%,1%,-20%,2%,?,-0.5%,-12%,-5
Cc1ccc(C(=O)n2nc(-c3ccccc3)nc2NCc2ccco2)cc1,16%,9%,-4%,-2%,1%,-2%,?,-0.8%,84%[activator],11
CCOC(=O)N1CCC(N2C(=O)c3ccc(C(=O)Nc4ccc(OC)cc4)cc3C2=O)CC1,36%,6%,10%,10%,3%,-4%,-1%,0.5%,7%,1
Cc1cccc(Sc2nc(-c3ccccc3)ncc2C(=O)O)c1,?,2%,-2%,1%,-3%,-5%,?,0.1%,1%,0
C(CNC1C2CC3CC(C2)CC1C3)CN1CCOCC1 (stereo unspecified),2%,3%,-4%,4%,23%,-6%,-4%,-0.7%,0%,1
CN(C)S(=O)(=O)c1cccc(C(=O)OCC(=O)Nc2sccc2C#N)c1,6%,5%,-8%,0%,31%,-5%,-12%,0.2%,-9%,-6
c1ccc2[nH]c(SN3CCOCC3)nc2c1,/,-8%,1%,/,/,/,7%,-0.4%,-11%,1
Cc1cccc(NC(=S)NNC(=O)c2cc3c(s2)CCC(C)C3)c1C (stereo unspecified),17%,-4%,-2%,-5%[46.1 µM],-22%,-4%,-6%,4.6%,?,6
O=C(O)c1ccc(/C=C/C(=O)c2ccc3c(c2)OCCCO3)cc1,0%,10%,9%,3%,0%,1%,?,5.2%,-6%,-3
CC(O)CNc1nc2ccccc2n1CC(=O)NC12CC3CC(CC(C3)C1)C2 (stereo unspecified),23%,-1%,1%,1%,0%,1%,9%,0.0%,-2%,2
COc1ccccc1S(=O)(=O)n1cc(Cc2ccccc2)c(N)n1,9%[7.66 µM],4%,1%,2%[46.1 µM],-1%,-3%,4%,0.7%,0%,9
S=C(Nc1cccc2ccccc12)NN1CCOCC1,12%,29%,-4%,-5%,-2%,-3%,0%,0.5%,10%,0
O=C(Nc1cc(C(F)(F)F)ccc1N1CCOCC1)C1CC1,-16%,0%,-1%,-7%,14%,-2%,12%,-0.2%,/,-1
CCOc1cc(-n2ncc(C#N)c2N)nc(SC)n1,-16%,-3%,-4%,0%[46.1 µM],13%[1.84 µM],-8%,-3%,-0.1%,10%,2
CCOc1ccc(-c2cc(N)n(S(=O)(=O)c3ccc(OC)c(OC)c3)n2)cc1,-8%,-10%,5%,10%,-33%,1%,?,0.6%,-5%,1
CN(C)c1ncnc2c1ncn2C1CCCO1 (stereo unspecified),10%,/,/,0%,-15%,5%,/,/,/,/
CN(Cc1ccccc1)c1nc(-c2cccc([N+](=O)[O-])c2)nc2ccccc12,16%,3%,4%,-3%[46.1 µM],-43%,-5%,?,-0.2%,-2%,-1
CCOC(=O)c1sc2ncn(C(CC)C(=O)OCC)c(=O)c2c1C (stereo unspecified),-3%,4%,38%,2%,19%,-12%,0%,0.0%,14%,1
C=CCN1C(=O)CSc2ccc(C(=O)NCc3ccco3)cc21,-17%,5%,0%,2%,-7%,-9%,-6%,-0.2%,-12%,1
COc1ccccc1NNC(=O)C(O)(c1ccccc1)c1ccccc1,-5%,3%,-4%,3%,-7%,0%,-8%,0.1%,-3%,1
O=C(Nc1cccc(S(=O)(=O)N2CCOCC2)c1)c1cn(-c2ccccc2)nc1-c1ccccc1,3%,-4%,3%,-11%[46.1 µM],-1%,1%,?,-0.5%,4%,22
O=C(CNC(=O)c1ccccc1Br)NCCSc1ccc(Br)cc1,2%,-3%,-3%,-3%,-16%,-2%,-19%,-0.1%,/,20
CCOP(=O)(OCC)C(NC(=O)c1cc([N+](=O)[O-])cc([N+](=O)[O-])c1)C(F)(F)F (stereo unspecified),-10%,6%,-7%,-29%,-11%,-7%,-1%,-0.7%,8%,-1
CCc1ccc(N(CC(=O)NC(C)(C)C)C(=O)CNC(=O)c2cccs2)cc1,8%,-1%,1%,5%,-5%,2%,0%,0.1%,3%,5
O=C(NCCCCCCNC(=O)c1ccncc1)c1ccncc1,-4%,-11%,-2%,/,-1%,-3%,11%,-1.0%,1%,-1
CS(=O)(=O)N(CC(=O)O)c1ccc(C23CC4CC(CC(C4)C2)C3)cc1,7%,/,4%,-2%,-12%,-1%,-26%,-0.5%,-19%,13
CCn1cc(CN2CCc3c([nH]c4ccccc34)C2c2cccc(O)c2)c(C)n1 (stereo unspecified),-30%[inhibitor],-3%,-3%,2%,-2%,0%,?,-0.6%,-3%,7
CC(C)c1nnc(NC(=O)CSc2nc3ccccc3s2)s1,-5%,3%,3%,-4%,-3%,-9%,-3%,0.4%,6%,-1
CS(=O)(=O)N1c2ccccc2[C@]2(Br)C[C@H]3C(=O)N[C@@H](Cc4ccccc4)C(=O)N3[C@H]12,11%,/,/,-6%,-1%,2%,/,/,/,/

Molecule,a7 integrin act,p53 reactivator,A-T KAP1 phos,TCR activator,BRCA1 expr up,TSG101-PTAP inh,ELG1 DNA repair,B2AR arrestin,MLL CXXC-DNA inh,TRPV1 ag
COc1ccccc1NC(=S)NCCC(c1ccccc1)c1ccccc1,23%,8%,-3%,6%[46.1 µM],-31%,1%,-16%,-0.5%,-1%,12
CCOCCn1c(N2CCCC2)nc2c1c(=O)n(C)c(=O)n2C,19%,/,-3%,7%,-13%,1%,-10%,-0.2%,1%,-4
CSCCC(=O)N(C)CC1CCN(CCc2cccc(C(F)(F)F)c2)CC1,10%,/,1%,1%,-3%,-4%,-2%,-0.4%,7%,2
CCOc1ccc(NC(=O)CN(C)C(=O)CSCc2c(C)noc2C)cc1OCC,0%,5%,6%,-3%,0%,-7%,-5%,-0.4%,/,0
COc1ccc(S(=O)(=O)N2CCN(Cc3cc(OC)c(OC)cc3OC)CC2)cc1,-3%,-4%,14%,-5%,-2%,-5%,-16%,0.4%,-1%,-4
O=C(CSCSCC(=O)Nc1ccc2c(c1)OCO2)Nc1ccc2c(c1)OCO2,-16%,4%,2%,3%,-3%,-6%,-18%,-0.4%,5%,26
COc1cc2c(cc1OC)C(C(=O)Nc1ccc(F)c(Cl)c1)CC(=O)N2 (stereo unspecified),-12%,/,5%,-1%,-13%,-1%,-14%,-0.2%,-5%,-5
C[C@H](CO)N1C[C@H](C)[C@@H](CN(C)C(=O)NC2CCCCC2)Oc2c(NC(=O)C3CC3)cccc2C1=O,3%,0%,5%,-7%,1%,4%,?,-0.2%,/,/
C[C@H](NC(=O)c1ccc(Cl)cc1)C(=O)NNC(=O)c1cccs1,8%,-2%,3%,-3%,5%,0%,-2%,0.0%,/,1
Cc1ccc(-n2nc3c(=O)n(CCCC(=O)N4CCC(C)CC4)nc(C)c3c2C)cc1,-12%,6%,-12%,12%,3%,-7%,-5%,0.1%,-1%,-2
CCOC(=O)c1c(NC(=O)C[n+]2ccccc2)sc2c1CCCC2,2%,-6%,8%,0%,-29%,-3%,-3%,-0.3%,11%,-1
COc1ccc(CCNC(=O)c2ccccc2C(=O)NCCc2ccc(OC)c(OC)c2)cc1OC,-21%,/,/,-2%,20%,-6%,/,/,/,/
C=CCNC(=O)CN(c1ccc(OC)cc1OC)S(C)(=O)=O,-3%,5%,-5%,-2%,-8%,1%,7%,-0.1%,-6%,-4
Cc1nnc(-c2cnn(C)c2N)n1Cc1ccc2c(c1)OCO2,-24%,11%,3%,0%,0%,0%,?,-0.4%,11%,0
CCOC(=O)C1CCN(C(=O)Nc2ccc(OC(F)(F)F)cc2)CC1,14%,5%,-7%,6%,13µM*,-6%,22%,-0.5%,18%,?
C/C(=N\NC(=O)c1cc(O)ccc1O)c1cccc(NC(=O)c2ccc(Cl)cc2)c1,?,3%,10%,/,85%,0%,?,-0.3%,6%,?
CCOC(=O)C1CCCN(C(=O)c2sc3nc(C)nc(N(CC)CC)c3c2C)C1 (stereo unspecified),-28%,-6%,1%,-4%[46.1 µM],-4%,5%,?,-0.2%,3%,14
O=C(N/N=C/c1ccccc1OC(=O)c1ccc2c(c1)OCO2)c1ccccc1,-17%,?,2%,3%[46.1 µM],-66%,-1%,?,?,7%,5
CSc1nc2c(c(=O)[nH]1)C(c1ccc(F)cc1)CC(=O)N2 (stereo unspecified),-19%,2%,1%,3%,3%,0%,6%,0.2%,6%,2
